Thrombin inh = human alpha-thrombin inhibitors, primary screen, counter-screen for coagulation protease inhibitor project, biochemical, 1536-well, fluorogenic AMC substrate; Prothrombin (Homo sapiens), P00734; Boc-VPR-AMC fluorogenic substrate cleavage; inhibition, % at 5 µM; 220,000 compounds, 0.26% hits;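 active means inhibition at or above 40%; inactive means inhibition below 40%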;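 further: 0% = enzyme with no compound and 100% = wells without enzyme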
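Assay system: human alpha-thrombin enzyme. Reagent: Boc-VPR-AMC substrate, 15 µM final. Compound dosing: one concentration per compound, 5 µM, with 0.2% DMSO. Incubation: room-temperature reaction. Technique: AMC fluorescence, 355/460 nm. Measure: % inhibition relative to enzyme controls and enzyme-free blanks.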
FXIa inh 1536 = human FXIa protease inhibitors, primary screen, biochemical, 1536-well; inhibition, % at 5 µM; purified FXIa, Boc-Glu-Ala-Arg-AMC fluorogenic substrate; 220,000 compounds, 0.14% hits; AID 798, 2007; Coagulation factor XI (Homo sapiens), P03951;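 active means inhibition of at least 40%; inactive means inhibition below 40%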;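 further: fluorescence of freed AMC excited at 355 nm; 0% = enzyme without compound and 100% = no enzyme blank; many of its hits are not listed in these tables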
Target sequence (P03951 19-387 limits assumed): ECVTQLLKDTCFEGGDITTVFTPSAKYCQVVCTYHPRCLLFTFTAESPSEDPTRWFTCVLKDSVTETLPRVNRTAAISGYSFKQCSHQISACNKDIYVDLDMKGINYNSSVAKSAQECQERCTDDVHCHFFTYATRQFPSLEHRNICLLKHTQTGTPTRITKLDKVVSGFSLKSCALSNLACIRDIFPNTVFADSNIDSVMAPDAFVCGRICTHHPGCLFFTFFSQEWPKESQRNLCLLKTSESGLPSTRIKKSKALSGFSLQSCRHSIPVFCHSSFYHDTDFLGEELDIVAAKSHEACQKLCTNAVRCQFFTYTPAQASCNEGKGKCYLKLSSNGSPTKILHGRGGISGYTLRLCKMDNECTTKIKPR
Target sequence (P03951 388-625 limits assumed): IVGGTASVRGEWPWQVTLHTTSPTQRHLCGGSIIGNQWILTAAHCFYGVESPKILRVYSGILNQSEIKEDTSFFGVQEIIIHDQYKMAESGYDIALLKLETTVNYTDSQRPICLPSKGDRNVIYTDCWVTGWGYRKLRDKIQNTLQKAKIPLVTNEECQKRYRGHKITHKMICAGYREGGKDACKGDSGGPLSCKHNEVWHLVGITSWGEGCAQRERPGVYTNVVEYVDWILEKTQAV
FXIIa inh = human FXIIa protease inhibitors, primary screen, biochemical, 1536-well. Coagulation factor XII (Homo sapiens), P00748. purified FXIIa, Boc-QGR-AMC fluorogenic substrate, 2 h. 220,000 compounds, 0.3% hits. inhibition, % at 5 µM; in the data active means inhibition above about 40%;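 further: 0% = enzyme with no compound and 100% = blank without enzyme; many of its hits are not listed in these tables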
KLK5 inh = human KLK5 protease inhibitors, primary screen, biochemical, 1536-well. Kallikrein-5 (Homo sapiens), Q9Y337. recombinant hK5, fluorogenic AMC substrate cleavage. inhibition, % at 5 µM. 210,000 compounds, 0.59% hits. AID 873, 2007;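 active means inhibition of 40% or more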;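 further: 0% = enzyme controls without compound and 100% = no-enzyme blanks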
Hck-Nef inh = inhibitors of Nef-activated human Hck kinase, primary screen, biochemical, Z-Lyte FRET, 384-well, Hck-YEEI; AID 463187, 2010; inhibition, % at 20 µM; 220,000 compounds, 0.68% hits; Recombinant Hck-YEEI plus Nef, Z-Lyte FRET kinase assay;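 active means Hck-Nef kinase inhibition above about 50%, limit read from the data; inactive means inhibition below that limit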;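 further: 0% = DMSO with Hck plus Nef and 100% = Hck alone without Nef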
TNF necrop inh = inhibitors of TNF-alpha triggered necroptosis, primary screen, cell-based, Jurkat FADD-/-, single concentration | Jurkat FADD-/- TNF necroptosis rescue, ATP luminescence, 24 h; 0 = TNF only, 100 = no-TNF cells | activation (protection from cell death), % at 10 µM | 220,000 compounds, 0.068% hits;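 active means activation, meaning protection from cell death, of at least 50% relative to plate controls; inactive means activation below 50%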;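 further: necroptosis triggered by 40 ng/mL TNF-alpha added together with compound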
L929 necroptosis = inhibitors of zVAD-triggered necroptosis, primary screen, L929 cells; viability rescue, % at 10 µM; L929 zVAD necroptosis rescue, ATP luminescence, 24 h; with zVAD 60 µM; 220,000 compounds, 0.38% hits; AID 1377, 2008;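 active means activation, scaled between plate controls, above about 75%, limit read from the data; inactive means activation under that limit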;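 further: 0% = zVAD with DMSO and 100% = DMSO alone without zVAD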
Rad51 HR inh = human RAD51 strand exchange inhibitors, primary screen, biochemical, fluorescence; DNA repair protein RAD51 homolog 1 (Homo sapiens), Q06609; inhibition, % at 10 µM; 200,000 compounds, 0.085% hits; hRad51 DNA strand exchange, fluorescence dequenching;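 active means inhibition above 40% at the single screening dose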;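 further: 0% = DMSO control wells and 100% = blanks with heterologous ssDNA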
Target sequence (Q06609 whole entry, looked up): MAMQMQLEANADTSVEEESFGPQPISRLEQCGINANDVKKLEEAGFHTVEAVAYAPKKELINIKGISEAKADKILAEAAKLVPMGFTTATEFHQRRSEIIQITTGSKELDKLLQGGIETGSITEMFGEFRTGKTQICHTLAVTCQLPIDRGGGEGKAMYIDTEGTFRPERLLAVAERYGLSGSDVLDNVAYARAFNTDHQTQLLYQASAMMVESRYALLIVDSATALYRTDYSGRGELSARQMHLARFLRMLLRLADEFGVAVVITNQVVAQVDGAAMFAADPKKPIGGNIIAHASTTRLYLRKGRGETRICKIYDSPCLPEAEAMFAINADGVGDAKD
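Test system: preformed human Rad51 ssDNA filaments. Compound dosing: single dose, 10 µM final compound. Incubation: filaments 15 min 37 °C, then compound 30 min. Technique: FRET fluorescence dequenching, excitation 485 nm, emission 520 nm. Read-out basis: percent inhibition from fluorescence, normalised to plate control and blank means. Benchmarks: plate controls and plate blanks.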
KCC2 mod = KCC2 cotransporter modulators, thallium flux, primary screen, cell-based, HEK293 KCC2, FluoZin-2 fluorescence, MLSMR. KCC2 cells, thallium flux FluoZin-2 fluorescence. B-score of Tl+ flux slope (higher = more flux/activation; lower = inhibition) at 10 µM. 190,000 compounds, 2.2% hits;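 active means thallium flux slope and its plate-corrected score both differing from the plate sample mean at a set confidence after two filtering rounds, in either direction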;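 further: slope of fluorescence scaled to starting intensity during 10 to 20 s after thallium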
Numbers without * were called inactive. Some of the compounds tested; count on the stated rates, not on these rows.

Screening CCOc1ccccc1Nc1nnc(SC(C)C(=O)Nc2nc(-c3ccccc3)cs2)s1 (stereo not drawn) returned Thrombin inh -1, FXIa inh 1536 14, FXIIa inh 19, KLK5 inh -13, Hck-Nef inh 4, TNF necrop inh -1.4, L929 necroptosis 0.8, Rad51 HR inh -31 and KCC2 mod -0.31.
`CC(=O)Nc1ccc(S(=O)(=O)N2CCN(CCCOc3cc(C)ccc3C)CC2)cc1` gave Thrombin inh 4, FXIa inh 1536 15, FXIIa inh 5, KLK5 inh -19, Hck-Nef inh 14, TNF necrop inh 0.8, L929 necroptosis -0.1 and Rad51 HR inh 0.
COCC(C)N=C1NN=C(c2cc(C)n(Cc3ccccc3Cl)c2C)CS1 (stereo not drawn) was read as Thrombin inh -3, FXIa inh 1536 1, FXIIa inh 9, KLK5 inh 0, Hck-Nef inh -2, TNF necrop inh -2.3, L929 necroptosis 1.8, Rad51 HR inh -8 and KCC2 mod 0.72.
`CCOC(=O)c1ccc(NC(=O)Cn2nnc3ccccc32)cc1` gave Thrombin inh -12, FXIa inh 1536 -6, FXIIa inh 7, KLK5 inh -17, Hck-Nef inh 0, TNF necrop inh -1.2, L929 necroptosis -0.4 and Rad51 HR inh -4.
CS(=O)(=O)N1CCN(c2ccccc2NC(=O)c2cccc3ccccc23)CC1 was read as Thrombin inh -2, FXIa inh 1536 3, FXIIa inh 8, KLK5 inh -7, Hck-Nef inh 13, TNF necrop inh -2.7, L929 necroptosis -0.6, Rad51 HR inh 4 and KCC2 mod 0.49.
For Nn1c(SCC(=O)NC2CCCc3ccccc32)nnc1-c1ccc(Cl)cc1Cl (stereo not drawn) the results were Thrombin inh 1, FXIa inh 1536 3, FXIIa inh 9, KLK5 inh 20, Hck-Nef inh 4, TNF necrop inh -1.8, L929 necroptosis 2.4, Rad51 HR inh 3 and KCC2 mod -1.3.
COc1ccc(O)c(C(=O)c2cnn(C(=O)c3cccc(S(=O)(=O)N4CCOCC4)c3)c2)c1 was read as Thrombin inh -11, FXIa inh 1536 -5, FXIIa inh 1, KLK5 inh -1, Hck-Nef inh 13, TNF necrop inh -2.4, L929 necroptosis 1.2, Rad51 HR inh 4 and KCC2 mod -1.8.
Screening COc1ccc(/C=N/n2c(SC)nnc(C(C)(C)C)c2=O)cc1 returned Thrombin inh -6, FXIa inh 1536 -10, FXIIa inh -3, KLK5 inh -2, Hck-Nef inh -14, TNF necrop inh 4.4, L929 necroptosis 0.9, Rad51 HR inh -5 and KCC2 mod -0.012.
`O=S(=O)(c1ccc(F)cc1)N1CCN(c2ccccc2)CC1` gave Thrombin inh 0, FXIa inh 1536 4, FXIIa inh -5, KLK5 inh -5, Hck-Nef inh -2, TNF necrop inh 2.8, L929 necroptosis 1.2 and Rad51 HR inh -5.
For CCCC1(C(=O)OC)NC(c2cc(OC)c(OC)c(OC)c2)C2C(=O)N(CC)C(=O)C21 (stereo not drawn) the results were Thrombin inh -2, FXIa inh 1536 6, FXIIa inh 10, KLK5 inh -27, Hck-Nef inh -2, TNF necrop inh 1.8, L929 necroptosis 1.9, Rad51 HR inh 7 and KCC2 mod 0.32.
For CCCN(CC(=O)Nc1ccc(C(N)=O)cc1)CC(=O)Nc1ccccc1C the results were Thrombin inh 4, FXIa inh 1536 -5, FXIIa inh 9, KLK5 inh 0, Hck-Nef inh 20, TNF necrop inh 8.4, L929 necroptosis 45, Rad51 HR inh -5 and KCC2 mod -0.92.
`CC(C)CC(CO)N1CCN(C(=O)c2ccc(Cl)cc2Cl)CCC1=O` (stereo not drawn) gave Thrombin inh 2, FXIa inh 1536 5, FXIIa inh 15, KLK5 inh -4, Hck-Nef inh -4, TNF necrop inh 1.8, L929 necroptosis 4.9, Rad51 HR inh -3 and KCC2 mod 0.82.
For Cc1ccccc1C(=O)Nc1cccc(C#N)c1 the results were Thrombin inh 2, FXIa inh 1536 6, FXIIa inh 13, KLK5 inh -12, Hck-Nef inh 14, TNF necrop inh -0.9, L929 necroptosis 0.9, Rad51 HR inh 10 and KCC2 mod 0.49.
Screening CCOC(=O)c1cnn(-c2cccc(Cl)c2)c1N returned Thrombin inh -2, FXIa inh 1536 -3, FXIIa inh 14, KLK5 inh 6, Hck-Nef inh 1, TNF necrop inh -1.9, L929 necroptosis -0.4, Rad51 HR inh -6 and KCC2 mod 0.37.
N#C/C(=C/c1cccs1)c1nc2ccccc2[nH]1 was read as Thrombin inh 3, FXIa inh 1536 9, FXIIa inh 17, KLK5 inh -18, Hck-Nef inh 7, TNF necrop inh 1.5, L929 necroptosis 2.4, Rad51 HR inh 5 and KCC2 mod -0.72.
O=C(NS(=O)(=O)c1ccccc1)c1ccccc1 was read as Thrombin inh 2, FXIa inh 1536 7, FXIIa inh 11, KLK5 inh -31, Hck-Nef inh -1, TNF necrop inh 0.1, L929 necroptosis 0.2 and Rad51 HR inh -5.
CC1(C)N=C(N)NC(Nc2ccccc2)=N1 was read as Thrombin inh -3, FXIa inh 1536 -3, FXIIa inh 12, KLK5 inh 3, Hck-Nef inh 1, TNF necrop inh -7.5, L929 necroptosis 0.1, Rad51 HR inh 1 and KCC2 mod 0.86.
Screening CC(=O)c1coc2ccc(OCC(=O)O)cc12 returned Thrombin inh 2, FXIa inh 1536 3, FXIIa inh 14, KLK5 inh -23, Hck-Nef inh 0, TNF necrop inh -2.0, L929 necroptosis -0.2, Rad51 HR inh -15 and KCC2 mod -0.055.
For COc1ccc2c(c1)C(=O)N(c1ccccc1OC)C(=O)C2(C)C the results were Thrombin inh -4, FXIa inh 1536 -1, FXIIa inh -1, KLK5 inh -2, Hck-Nef inh 2, TNF necrop inh -2.1, L929 necroptosis 0.3 and Rad51 HR inh 3.
Screening O=[N+]([O-])c1cn(Cc2ccc(Cl)cc2)cn1 returned Thrombin inh -2, FXIa inh 1536 -5, FXIIa inh 10, KLK5 inh -30, Hck-Nef inh 1, TNF necrop inh 0.3, L929 necroptosis 0.3, Rad51 HR inh 9 and KCC2 mod -0.0035.

Structures above with a cyano group (two):
For Cc1ccccc1C(=O)Nc1cccc(C#N)c1 the results were Thrombin inh 2, FXIa inh 1536 6, FXIIa inh 13, KLK5 inh -12, Hck-Nef inh 14, TNF necrop inh -0.9, L929 necroptosis 0.9, Rad51 HR inh 10 and KCC2 mod 0.49.
N#C/C(=C/c1cccs1)c1nc2ccccc2[nH]1 was read as Thrombin inh 3, FXIa inh 1536 9, FXIIa inh 17, KLK5 inh -18, Hck-Nef inh 7, TNF necrop inh 1.5, L929 necroptosis 2.4, Rad51 HR inh 5 and KCC2 mod -0.72.

The listing continues.
Screening CC1=Nc2cc(C(=O)NCCCOC(C)C)ccc2Sc2ccc(C)cc21 returned Thrombin inh 2, FXIa inh 1536 -9, FXIIa inh -1, KLK5 inh -3, Hck-Nef inh -38, TNF necrop inh -5.8, L929 necroptosis -0.6, Rad51 HR inh 5 and KCC2 mod -0.83.
Screening CC1Cc2ccccc2N1C(=O)c1cnc2n(c1=O)CCS2 (stereo not drawn) returned Thrombin inh -2, FXIa inh 1536 9, FXIIa inh 18, KLK5 inh 4, Hck-Nef inh 3, TNF necrop inh -0.1, L929 necroptosis -0.2 and Rad51 HR inh -5.
Cc1cccc(OCCn2c(=O)n(C)c3ccccc32)c1 was read as Thrombin inh -1, FXIa inh 1536 3, FXIIa inh 7, KLK5 inh -1, Hck-Nef inh 3, TNF necrop inh -0.5, L929 necroptosis 0.3, Rad51 HR inh -7 and KCC2 mod 0.21.
O=S(=O)(NC1CCCCC1)c1cccc(-c2nnc(-c3ccccc3)o2)c1 was read as Thrombin inh 3, FXIa inh 1536 11, FXIIa inh 11, KLK5 inh 11, Hck-Nef inh 4, TNF necrop inh 1.3, L929 necroptosis 9.8 and Rad51 HR inh 3.
Brc1ccc(CN2CCSCC2)cc1 was read as Thrombin inh 5, FXIa inh 1536 -2, FXIIa inh 13, KLK5 inh -3, Hck-Nef inh -1, TNF necrop inh 1.7, L929 necroptosis 0.9, Rad51 HR inh -1 and KCC2 mod 0.16.
`COc1cc(NC(=O)COC(=O)c2ccc(C)c(S(=O)(=O)N3CCCCC3)c2)c(C)cc1[N+](=O)[O-]` gave Thrombin inh -2, FXIa inh 1536 4, FXIIa inh 5, KLK5 inh -26, Hck-Nef inh -1, TNF necrop inh 2.2, L929 necroptosis 0.2 and KCC2 mod -0.28.
CC(C(=O)N1c2ccccc2Sc2ccccc21)n1nnc(-c2cccs2)n1 (stereo not drawn) was read as Thrombin inh 2, FXIa inh 1536 4, FXIIa inh 15, KLK5 inh 1, Hck-Nef inh -1, TNF necrop inh -6.1, L929 necroptosis -0.1, Rad51 HR inh 1 and KCC2 mod -0.073.
Cc1ccc(-c2cc(-c3cccs3)[nH]n2)c(O)c1 was read as Thrombin inh -1, FXIa inh 1536 3, FXIIa inh -7, KLK5 inh 6, Hck-Nef inh -18, TNF necrop inh -2.5, L929 necroptosis 0.0, Rad51 HR inh 15 and KCC2 mod -0.46.
For COc1ccc(CC(=O)Nc2nc(C)cs2)cc1 the results were Thrombin inh -2, FXIa inh 1536 -8, FXIIa inh -7, KLK5 inh -16, Hck-Nef inh -11, TNF necrop inh 1.8, L929 necroptosis 2.6, Rad51 HR inh 3 and KCC2 mod -0.69.
`CC1=C(C(=O)OCC(C)C)C(c2cc3c(cc2Br)OCO3)NC(=O)N1C` (stereo not drawn) gave Thrombin inh 22, FXIa inh 1536 19, FXIIa inh 23, KLK5 inh 21, Hck-Nef inh 1, TNF necrop inh -0.2, L929 necroptosis -0.3, Rad51 HR inh -8 and KCC2 mod -0.67.
For CN1/C(=C\C(=S)NC(=O)c2cccc(Br)c2)C(C)(C)c2ccccc21 the results were Thrombin inh 22, FXIa inh 1536 -3, FXIIa inh 3, KLK5 inh 16, Hck-Nef inh 0, TNF necrop inh -4.9, L929 necroptosis 1.4, Rad51 HR inh -39 and KCC2 mod 4.6*.
For COc1ccc(C2=NN(C(=O)c3ccc(Cl)c([N+](=O)[O-])c3)C(c3ccccc3)C2)cc1 (stereo not drawn) the results were Thrombin inh 0, FXIa inh 1536 9, FXIIa inh 11, KLK5 inh -5, Hck-Nef inh 4, TNF necrop inh -9.7 and KCC2 mod 0.22.

Random excerpt: 2 entries already listed.
Cc1ccc(-c2cc(-c3cccs3)[nH]n2)c(O)c1 was read as Thrombin inh -1, FXIa inh 1536 3, FXIIa inh -7, KLK5 inh 6, Hck-Nef inh -18, TNF necrop inh -2.5, L929 necroptosis 0.0, Rad51 HR inh 15 and KCC2 mod -0.46.
Screening CC1=Nc2cc(C(=O)NCCCOC(C)C)ccc2Sc2ccc(C)cc21 returned Thrombin inh 2, FXIa inh 1536 -9, FXIIa inh -1, KLK5 inh -3, Hck-Nef inh -38, TNF necrop inh -5.8, L929 necroptosis -0.6, Rad51 HR inh 5 and KCC2 mod -0.83.
